High-throughput results from PubChem.
Pyk2 oligo antag = blocks oligomerization of human Pyk2 in cells | Q14289 | Q293 cells, Pyk2 FERM NanoBiT luminescence; active compounds read low | z-score (the deposit names both 25 µM and 10 µM) | 99,000 tested, 0.83% active;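 active means Z-score of -3 or lower, scaled per plate to the spread of control and sample wells; inactive means z-score above -3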;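 further: negative z-score means lost luminescence so less FERM oligomerization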
Target sequence (Q14289 whole entry, looked up): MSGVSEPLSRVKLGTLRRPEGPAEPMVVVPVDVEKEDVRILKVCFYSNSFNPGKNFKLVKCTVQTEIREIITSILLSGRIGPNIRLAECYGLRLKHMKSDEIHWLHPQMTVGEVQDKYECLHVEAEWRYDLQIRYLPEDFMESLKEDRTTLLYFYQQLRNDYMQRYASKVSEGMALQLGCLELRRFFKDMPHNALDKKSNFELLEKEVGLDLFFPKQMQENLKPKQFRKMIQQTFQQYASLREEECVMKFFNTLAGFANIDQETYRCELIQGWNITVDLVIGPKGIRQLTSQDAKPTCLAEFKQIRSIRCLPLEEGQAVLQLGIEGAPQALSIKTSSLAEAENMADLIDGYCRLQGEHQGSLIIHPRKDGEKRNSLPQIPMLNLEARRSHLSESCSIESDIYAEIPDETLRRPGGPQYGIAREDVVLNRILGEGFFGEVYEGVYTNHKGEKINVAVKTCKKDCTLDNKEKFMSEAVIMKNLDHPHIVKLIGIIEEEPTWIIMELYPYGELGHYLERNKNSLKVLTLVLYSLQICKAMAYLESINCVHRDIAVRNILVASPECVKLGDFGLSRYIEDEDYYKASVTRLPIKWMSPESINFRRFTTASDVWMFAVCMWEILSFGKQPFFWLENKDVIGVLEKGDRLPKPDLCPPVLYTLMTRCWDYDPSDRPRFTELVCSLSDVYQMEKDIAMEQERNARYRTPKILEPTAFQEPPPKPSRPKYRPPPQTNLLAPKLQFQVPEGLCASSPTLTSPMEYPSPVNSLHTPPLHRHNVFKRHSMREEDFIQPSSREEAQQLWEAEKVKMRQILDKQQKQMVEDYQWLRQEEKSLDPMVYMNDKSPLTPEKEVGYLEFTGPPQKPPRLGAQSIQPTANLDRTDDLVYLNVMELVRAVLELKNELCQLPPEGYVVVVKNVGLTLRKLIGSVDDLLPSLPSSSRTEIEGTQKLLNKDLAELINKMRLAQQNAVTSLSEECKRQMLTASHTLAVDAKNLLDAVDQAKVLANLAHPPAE
CD11b adhes inh = inhibitors of human CD11b/CD18 binding to fibrinogen; P05107+P11215; K562 CD11b/CD18 adhesion to fibrinogen, ATPlite luminescence; Mn2+ added to activate the integrin; inhibition, % at 10 µM; 93,000 tested, 0.54% active; AID 1497;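 active means primary inhibition of 50% or more at 10 µM, then 40% or more on retest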; further: some results filed as inactive read as strong as hits
PLAP act = human PLAP activation | P05187 | 96,000 tested, 1.2% active | purified PLAP enzyme, luminescent substrate read-out; active compounds read high | activation fold at 20 µM | AID 696; in the data active means activation fold above about 2
MT1-MMP txn act = MT1-MMP promoter transcription activation; HT1080 MT1-MMP promoter luciferase reporter, luminescence, overnight; active compounds read high; activation factor at 10 µM; 86,000 tested, 0.16% active; AID 750;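 active means activation factor of at least 2 for MT1-MMP transcription at 10 µM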
Mac1 fbg enh = CD11b/CD18-fibrinogen binding enhancement | P05107+P11215 | K562 CD11b/CD18 adhesion to fibrinogen, ATPlite luminescence | activation, % at 10 µM | 93,000 tested, 0.07% active;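 active means 10 µM primary screen giving 50% or more activity, confirmed by 40% or more on retest at that dose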; further: strong numbers were not always called active; reference of the scale not given here
The depositor's hits bear a star; · = not tested or not shown.

item	Mac1 fbg enh	compound	PLAP act	MT1-MMP txn act	CD11b adhes inh	Pyk2 oligo antag
1	·	COc1ccc(NC(=O)C(=O)NCCN2CCN(C(=O)c3cccs3)CC2)cc1	·	1	·	0.52
2	·	Cn1c(SCCC(=O)O)nnc1-c1ccncc1	·	1.1	·	0.22
3	·	CCC(=O)N1CCCn2c1nc1ccccc12	·	1.2	·	0.04
4	·	CSCCC(NS(=O)(=O)/C=C/c1ccccc1)C(=O)N1CCC(C)CC1 (centres undefined)	·	1.1	·	-0.01
5	·	O=C(NCCc1ccc(F)cc1)c1cccs1	·	1.8	·	-0.44
6	·	CCOCCCNC(=O)C1CCC(CNS(=O)(=O)c2cccc3nsnc23)CC1 (centres undefined)	·	1.1	·	-0.16
7	·	CSc1nnc(COc2ccc(C)cc2)n1N	·	1.1	·	0.84
8	·	S=c1[nH]nc(-c2cccnc2)n1-c1ccccc1	·	1.1	·	0.11
9	·	O=C(Nc1cccc(NC(=O)c2ccco2)c1)c1cnccn1	·	1.2	·	-0.25
10	·	Cc1nn(C)c(C)c1NC(=O)CSc1nc(Cc2ccccc2)nc2c1cnn2-c1ccccc1	·	1	·	0.1
11	·	CC(NS(=O)(=O)c1ccc(F)cc1)C(c1cccs1)N1CCN(C)CC1 (centres undefined)	·	1	·	0.37
12	·	Cn1c(=O)n(CC(=O)N2CCOCC2)c2ccccc21	·	1.3	·	-0.75
13	·	O=C(Cn1c(=O)n(CC(=O)NCc2ccccc2)c2ccccc21)NCc1ccccc1	·	1.3	·	0.14
14	·	Cc1ccc(S(=O)(=O)N2CCCC2C(=O)NCCc2nc3ccccc3[nH]2)cc1 (centres undefined)	·	1.1	·	1.1
15	·	CCOCCn1c(C(C)O)nc2ccccc21 (centres undefined)	·	1.2	·	0.21
16	·	CC(C)(C)C(=O)COC(=O)c1ccc(O)cc1	·	1.2	·	1.4
17	·	O=C(Cn1cnc2c(nnn2Cc2ccc(Cl)cc2)c1=O)N1CCCc2ccccc21	·	1	·	-0.07
18	·	Cc1ccccc1NC(=O)CCN1CCN(Cc2ccccc2)CC1	·	1.1	·	0.46
19	·	Cc1cc(=O)n(CC(C)O)c(O)c1C#N (centres undefined)	·	1.2	·	-0.15
20	·	Cn1c(C(=O)OC(C(=O)NC2CCCC2)c2cccnc2)cc2sccc21 (centres undefined)	·	1.2	·	-2.3
21	·	O=C(c1cc2sccc2n1Cc1ccc(F)cc1)N1CCN(c2nc3ccccc3s2)CC1	·	1.1	·	-0.1
22	·	CCOC(=O)c1ccc(NC(=O)CSc2nnc(CNc3ccc(C)cc3)n2C)cc1	·	1	·	0.4
23	·	COc1ccc(-n2c(SCC(N)=O)nnc2-c2cccnc2)cc1	·	1.2	·	-0.04
24	·	Cc1nc(SCC(=O)Nc2ccccc2C(F)(F)F)c2c(=O)n(C)c(=O)n(C)c2n1	·	1.2	·	-0.26
25	·	CCn1c(NCc2ccccn2)nc2c1c(=O)n(C)c(=O)n2C	·	1	·	0
26	·	O=C1CC(C(F)(F)C(F)(F)C(F)(F)F)=Nc2ccccc2N1	·	1.3	·	-0.99
27	·	COc1cc(OC)cc(C(=O)NCCNC(=O)c2ccco2)c1	·	1.1	·	-0.25
28	·	CC1CCN(C(=O)C2CCN(CC(C)c3ccccc3)CC2)CC1 (centres undefined)	·	1.3	·	-0.34
29	·	CCC(C(=O)NC1CCCC1)N(Cc1cccs1)C(=O)Cn1nnc(-c2ccc(OC)c(OC)c2)n1 (centres undefined)	·	1.1	·	-0.96
30	·	Cc1ccc(-c2nnc(SCC(=O)Nc3nccs3)n2N)cc1	·	1.3	·	-0.24

Gathered by group, the entries above containing an aryl methoxy group (four)
item	Mac1 fbg enh	compound	PLAP act	MT1-MMP txn act	CD11b adhes inh	Pyk2 oligo antag
1	·	COc1ccc(NC(=O)C(=O)NCCN2CCN(C(=O)c3cccs3)CC2)cc1	·	1	·	0.52
23	·	COc1ccc(-n2c(SCC(N)=O)nnc2-c2cccnc2)cc1	·	1.2	·	-0.04
27	·	COc1cc(OC)cc(C(=O)NCCNC(=O)c2ccco2)c1	·	1.1	·	-0.25
29	·	CCC(C(=O)NC1CCCC1)N(Cc1cccs1)C(=O)Cn1nnc(-c2ccc(OC)c(OC)c2)n1 (centres undefined)	·	1.1	·	-0.96

Some of the entries above in another layout:
entry	Mac1 fbg enh	PLAP act	MT1-MMP txn act	CD11b adhes inh	Pyk2 oligo antag	Compound
4	·	·	1.1	·	-0.01	CSCCC(NS(=O)(=O)/C=C/c1ccccc1)C(=O)N1CCC(C)CC1 (centres undefined)
8	·	·	1.1	·	0.11	S=c1[nH]nc(-c2cccnc2)n1-c1ccccc1
6	·	·	1.1	·	-0.16	CCOCCCNC(=O)C1CCC(CNS(=O)(=O)c2cccc3nsnc23)CC1 (centres undefined)
18	·	·	1.1	·	0.46	Cc1ccccc1NC(=O)CCN1CCN(Cc2ccccc2)CC1
16	·	·	1.2	·	1.4	CC(C)(C)C(=O)COC(=O)c1ccc(O)cc1

Carrying on:
item	Mac1 fbg enh	compound	PLAP act	MT1-MMP txn act	CD11b adhes inh	Pyk2 oligo antag
31	·	CC(=O)c1ccc(NC(=O)CCc2c(C)nc3ncnn3c2C)cc1	·	1.4	·	-0.84
32	·	O=C(CSc1nnc(-c2ccncc2)n1CCc1ccccc1)NCc1ccccc1	·	0.9	·	0.13
33	·	CC(C)(C)CC(=O)Nc1nnc(C(F)(F)F)s1	·	1	·	-0.61
34	·	CCCOc1ccccc1C1NC(=O)NC(C)=C1C(=O)OCc1ccccc1 (centres undefined)	·	1.3	·	-2.5
35	·	CCn1c(SC(C)C)nnc1-c1cc(-c2ccccc2)sc1N	·	1.1	·	-0.89
36	·	CCn1cc(C(=O)NCC2COc3ccccc3O2)c2cc(OC)c(OC)cc2c1=O (centres undefined)	·	1	·	-0.11
37	·	COCCNS(=O)(=O)c1ccc(-c2ccc(S(=O)(=O)NCCOC)cc2)cc1	·	1.1	·	0.16
38	·	Cc1ccc(-c2nn(C)c(=O)c3ccccc23)cc1S(=O)(=O)N1CCOCC1	·	1.1	·	0.27
39	·	Cc1cc(C)n(C(=O)COc2ccc(Cl)cc2Cl)n1	·	1.2	·	1.6
40	·	COc1ccc(OC)c2sc(N3CCN(c4ccccc4)CC3)nc12	·	1.2	·	-0.88
41	·	CC1(C)OC(c2ccccc2)=C/C(=C/C=Nc2ccccc2)O1	·	1.1	·	0.17
42	·	CCS(=O)(=O)n1nc(-c2ccccc2)nc1NCc1ccco1	·	1.1	·	1.5
43	·	CCOC(=O)C(C(=O)NCCCN1CCOCC1)C1CCCCC1 (centres undefined)	·	1.1	·	1.1
44	·	Cc1occc1C(=O)N/N=C/c1cnn(C)c1C	·	1.6	·	-0.02
45	·	CC(C)(C)CC(C)(C)Nc1c(-c2ccc(O)cc2)nc2cnccn12	·	1.1	·	-2.2
46	·	c1nc(N2CCOCC2)c2[nH]cnc2n1	·	1.1	·	0.23
47	·	CC1CCCC(C(=O)OCc2ccccc2)N1 (centres undefined)	·	1	·	-0.36
48	·	COc1ccc(NC(=O)CN2CCN(c3ccccc3Cl)CC2)cc1	·	1.1	·	0.55
49	·	O=S(=O)(NCC(c1cccnc1)N1CCN(c2ccc(F)cc2)CC1)c1ccccc1 (centres undefined)	·	1	·	-0.38
50	·	CCc1[nH]c(=O)c(C#N)c2c1CSC(C)(C)C2	·	1.1	·	0.49
51	·	COc1ccc(OCC(O)CN2C(=O)NC(C)(C)C2=O)cc1 (centres undefined)	·	1.2	·	0.43
52	·	Cc1ccc(S(=O)(=O)c2ccccc2)cc1S(=O)(=O)N1CCOCC1	·	1.1	·	1.4
53	·	CC(C)(C)OC(=O)NCC12C=CC(O1)C1C(=O)N(Cc3ccccc3)C(=O)C12 (centres undefined)	·	1.2	·	0.13
54	·	CC1(C)N=C(N)NC(Nc2ccccc2)=N1	1.1	0.9	·	0.49
55	·	COc1ccc(NC(=O)CSc2nc3ccccc3c(=O)n2CCC(=O)N2CCCCC2)cc1	1.4	1.1	·	-1.2
56	-1	CCCCN1CCc2[nH]c(=S)[nH]c(=O)c2C1	·	·	·	0.7
57	-5	O=C(NC(=S)N1CCN(c2ccc(C(F)(F)F)cc2[N+](=O)[O-])CC1)c1cccs1	·	·	27	-0.28
58	-1	Cc1ccc(C(=O)COC(=O)CCc2ccc(S(=O)(=O)N3CCCCC3)cc2)cc1	·	·	-19	0.36
59	-1	CN(C)c1ccc(/C=N/NC(=O)c2ccco2)cc1	·	·	5	0.51
60	-7	O=[N+]([O-])c1ccccc1/C=N/Nc1nnc(-c2ccccc2)c(-c2ccccc2)n1	·	·	-8	-2.9

(continued)
item	Mac1 fbg enh	compound	PLAP act	MT1-MMP txn act	CD11b adhes inh	Pyk2 oligo antag
61	-3	CCn1c2ccccc2c2cc(/C=N/NC(=O)c3ccccc3C)ccc21	·	·	18	-1.1
62	1	O=C(N/N=C/c1cccs1)/C(=C/c1ccccc1)NC(=O)c1ccccc1	·	·	-3	-0.77
63	76	COc1ccc(/C=C2/SC(=O)N(CC(=O)Nc3cc(C)on3)C2=O)cc1OC	·	·	2	0.94
64	-2	Cc1nn(-c2ccccc2)c(/N=C/c2ccc(O)cc2)c1-c1ccccc1	·	·	-13	-0.44
65	2	Nc1nc(SCc2ccc([N+](=O)[O-])cc2)c2ncn(C3OC(CO)C(O)C3O)c2n1 (centres undefined)	·	·	4	1.3
66	30	CCc1nnc(NC(=O)CSc2ccc(-c3nc4ccc(C)cc4[nH]3)cn2)s1	·	·	28	0.1
67	-2	N#CCCn1nc(-c2ccccc2)cc1Nc1ccccc1NC(=O)C(F)(F)F	·	·	26	-0.01
68	5	CC1(C)S/C(=N/N=C/c2ccco2)NC1=O	·	·	-10	0.69
69	8	O=C(CCC(=O)OCc1ccc(C(=O)Oc2ccc(Cl)cc2)cc1)Nc1ccccc1	·	·	-10	0.43
70	4	O=C(C[n+]1ccc(-c2nnc3n2CCC3)cc1)c1ccc(Cl)c(Cl)c1	·	·	-1	2.1
71	6	O=S(=O)(Nc1nc2ccccc2nc1Nc1ccc2c(c1)OCO2)c1ccccc1	·	·	-1	-1.7
72	44	Cc1ccc(/C=C2\SC(=S)N(CCC(=O)NNC(=O)c3cccnc3)C2=O)cc1	·	·	0	-0.43
73	2	Cc1ccc(C(=O)N2CCN(c3ccc([N+](=O)[O-])c(N4CCOCC4)c3)CC2)cc1	·	·	4	-0.05
74	60	CCCC(=O)Nc1ccc(-c2cnc(-c3ccc(NC(=O)CCC)cc3)nc2)cc1	·	·	-4	0.82
75	-5	C/C(=N\NC(=S)NC(C)C)c1ccc(Cl)s1	·	·	22	-0.54
76	-2	Cc1ccc(S(=O)(=O)NCC2COc3ccccc3O2)cc1 (centres undefined)	·	·	-9	1.7
77	9	CCOc1cc(/C=N/NC(=O)C(=O)NC2CC2)cc(Br)c1O	·	·	2	0.53
78	9	COc1ccc(S(=O)(=O)N2CCOCC2)cc1NC(=O)c1cccc2c(=O)c(C)c(-c3ccccc3)oc12	·	·	-12	-0.86
79	26	OCCN(CCO)c1ccc(C(c2ccc(Cl)cc2)c2ccc(N(CCO)CCO)cc2Cl)c(Cl)c1	·	·	27	-1.5
80	3	CCOC(=O)CCCNc1ccc([N+](=O)[O-])cc1[N+](=O)[O-]	·	·	14	1.1
81	1	O=C(CN(c1cccc([N+](=O)[O-])c1)S(=O)(=O)c1ccccc1)NCc1ccccc1	·	·	8	-1.4
82	-3	C=CCn1c(O)c(N=NC(=O)OC(C)(C)C)c2ccccc21	·	·	-13	0.41
83	-2	CCCCOC(=O)N/N=C/C=C/c1ccccc1	·	·	-4	0.21
84	73	CN(C)S(=O)(=O)c1cccc(-c2nn(-c3ccccc3)cc2/C=C(\C#N)c2nc3ccccc3[nH]2)c1	·	·	3	-1.5
85	-4	Cc1cc(=O)oc2cc(Oc3ccc([N+](=O)[O-])cc3[N+](=O)[O-])ccc12	·	·	23	-0.35
86	-1	CC(C)(C)c1ccc(C(=O)N/C(=C/c2cccs2)C(=O)NCc2ccco2)cc1	·	·	-12	-1.7
87	-2	O=C(CSc1ccc2c(c1)OCCO2)NCCc1ccc(Cl)cc1Cl	·	·	-7	-0.89
88	7	O=c1oc2cc(Oc3ccc(C(F)(F)F)cc3[N+](=O)[O-])ccc2c2c1CCC2	·	·	8	0.71

From entry 85 to 88, copied from above:
item	Mac1 fbg enh	compound	PLAP act	MT1-MMP txn act	CD11b adhes inh	Pyk2 oligo antag
85	-4	Cc1cc(=O)oc2cc(Oc3ccc([N+](=O)[O-])cc3[N+](=O)[O-])ccc12	·	·	23	-0.35
86	-1	CC(C)(C)c1ccc(C(=O)N/C(=C/c2cccs2)C(=O)NCc2ccco2)cc1	·	·	-12	-1.7
87	-2	O=C(CSc1ccc2c(c1)OCCO2)NCCc1ccc(Cl)cc1Cl	·	·	-7	-0.89
88	7	O=c1oc2cc(Oc3ccc(C(F)(F)F)cc3[N+](=O)[O-])ccc2c2c1CCC2	·	·	8	0.71

Complete entries from above.
`O=C(NC(=S)N1CCN(c2ccc(C(F)(F)F)cc2[N+](=O)[O-])CC1)c1cccs1` is listed as Mac1 fbg enh = -5; PLAP act = ·; MT1-MMP txn act = ·; CD11b adhes inh = 27; Pyk2 oligo antag = -0.28
`CC(C)(C)c1ccc(C(=O)N/C(=C/c2cccs2)C(=O)NCc2ccco2)cc1` is listed as Mac1 fbg enh = -1; PLAP act = ·; MT1-MMP txn act = ·; CD11b adhes inh = -12; Pyk2 oligo antag = -1.7

Not all compounds are listed (hit frequency here may not be typical).
